Source: PubChem (Vanderbilt University)
GIRK2 act: Activators of human GIRK2-containing channels. P48051. HEK293 GIRK2/NPY4 cells, thallium flux fluorescence. activation (% efficacy), % for hits at 37.5 µM. 34,000 tested, under 10 active;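 active means primary screen hit, no activity in plain HEK293 cells, and in GIRK2-only cells above 5% efficacy rising with concentration; inactive means the rest, including fluorescent compounds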;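 further: efficacy is normalized control-subtracted fluorescence 15 s after thallium addition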
Target sequence (P48051 whole entry, looked up): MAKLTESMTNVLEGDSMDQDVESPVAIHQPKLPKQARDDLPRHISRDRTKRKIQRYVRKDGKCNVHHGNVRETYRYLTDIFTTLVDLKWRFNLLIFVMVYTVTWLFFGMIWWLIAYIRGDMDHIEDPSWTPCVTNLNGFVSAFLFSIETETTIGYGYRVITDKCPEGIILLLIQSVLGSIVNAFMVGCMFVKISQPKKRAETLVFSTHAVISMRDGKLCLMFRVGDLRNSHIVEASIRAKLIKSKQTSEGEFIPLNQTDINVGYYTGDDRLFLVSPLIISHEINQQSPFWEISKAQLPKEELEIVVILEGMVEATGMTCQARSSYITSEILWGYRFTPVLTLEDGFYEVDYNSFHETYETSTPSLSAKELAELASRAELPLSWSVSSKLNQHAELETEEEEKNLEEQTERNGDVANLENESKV
Calls only; i = inactive. An excerpt, so the mix of outcomes need not match the whole.

SMILES	GIRK2 act
COc1cccc(CNC(=O)Cn2nc(-c3cc(OC)c(OC)c(OC)c3)ccc2=O)c1	i
O=c1c2sccc2nc(SCc2nc(-c3ccccc3)no2)n1-c1ccccc1	i
COc1ccc(CC(=O)Nc2ccc(C)c(N3CCCCC3=O)c2)cc1OC	i
COCC(C)(O)CNC(=O)c1ccc(-c2ccccc2)cc1 (stereo not given)	i
O=C1CCCCN1c1ccc(NS(=O)(=O)c2ccc([N+](=O)[O-])cc2)cc1	i
COc1ccccc1CNC(=O)CSc1nc(=O)n(CC2CCCO2)c2c1CCC2 (stereo not given)	i
O=C(NCC(O)(c1ccccc1)C(F)(F)F)c1cc(=O)c2ccccc2o1 (stereo not given)	i
O=C(c1ccco1)N(CCCn1ccnc1)c1nc2c(Cl)cccc2s1	i
Cc1nc(-c2cccc(F)c2)sc1CCNC(=O)Nc1ccccc1C(F)(F)F	i
Cc1[nH]nc2c1C(c1ccc(N(C)C)cc1)C1=C(CC(C)(C)CC1=O)N2 (stereo not given)	i
O=C(N1CCCc2ccccc21)C1(c2ccc(F)cc2)CC1	i
CC(C)c1ccccc1NC(=O)CCc1csc(NC(=O)c2ccco2)n1	i
O=C(c1ccc2nsnc2c1)N1CCN(c2ccc(-c3cccnc3)nn2)CC1	i
Cc1ccc(S(=O)(=O)c2cnc(SCC(=O)Nc3cccc(C(F)(F)F)c3)[nH]c2=O)cc1	i
O=C(CSc1nc(-c2ccccc2)[nH]c1S(=O)(=O)c1ccccc1)NC1CCCC1	i
Cc1cccc(NC(=O)NC(C)C(c2cccs2)N2CCOCC2)c1 (stereo not given)	i
COCCCNC(=O)c1cc(-c2cccs2)nc2c1c(C)nn2C1CCS(=O)(=O)C1 (stereo not given)	i
CCOC(CNC(=O)C(=O)Nc1c2c(nn1C(C)(C)C)CSC2)OCC	i
Cc1nc(-c2cccc(NC(=O)C3CCCN(c4cc(-n5cccn5)ncn4)C3)c2)cs1 (stereo not given)	i
CCCc1c(C(=O)Nc2ccc3c(c2)C(=O)OC3)nnn1-c1ccccc1	i
O=C(c1ccccc1F)N1CCN(Cc2nc(-c3cccs3)cs2)CC1	i
COC(=O)c1ccc(NC(=O)Cn2cnc3c(sc4ncccc43)c2=O)cc1	i
Cc1ccc(Cn2nc(C(=O)N3CCc4ccccc43)ccc2=O)cc1	i
O=C(O)CCN(CC(O)Cn1c2ccccc2c2ccccc21)S(=O)(=O)c1ccccc1 (stereo not given)	i
COCCn1cnc2c(-c3ccccc3)cn(CC(=O)Nc3ccc(F)c(Cl)c3)c2c1=O	i
Cc1nc(OC(C)C)cc(N2CCN(C(=O)Nc3ccccc3)CC2)n1	i
CC(C)(C)c1ccc(C(=O)N2CCN(c3ccc(-c4cccnc4)nn3)CC2)cc1	i
CC(=O)Nc1ccc(NC(=O)c2ccc(-n3cnnn3)cc2)cc1	i
Cn1c(=O)[nH]c(=O)c2c1nc1n2CCCN1c1ccccc1O	i
COc1ccccc1NC(=O)NCCc1csc2nc(-c3cccs3)nn12	i

2 successive compounds from above:
SMILES	GIRK2 act
Cn1c(=O)[nH]c(=O)c2c1nc1n2CCCN1c1ccccc1O	i
COc1ccccc1NC(=O)NCCc1csc2nc(-c3cccs3)nn12	i

(further entries)
SMILES	GIRK2 act
COc1cccc(C(CNC(=O)Nc2cccc(C)c2)N2CCOCC2)c1 (stereo not given)	i
COc1ccc(-c2noc(-c3c(SC)nn(CC(=O)Nc4cccc(OC)c4)c3N)n2)cc1	i
Cc1ccc(SCCC(=O)Nc2nnc(-c3ccccn3)o2)cc1	i
Cc1cc(NC(=O)CSc2ccc(NC(=O)C(C)C)nn2)on1	i
Cc1c(C(=O)NCc2ccc(Cl)cc2)nnn1-c1ccccc1	i
COc1ccc(CNS(=O)(=O)c2cc3c4c(c2)CCN4C(=O)CC3)cc1	i
CCN(Cc1ccccc1)C(=O)c1csc(-c2cnccn2)n1	i
COc1ccc2nc(-c3ccc(C)c(NC(=O)CC4CCCC4)c3)cn2n1	i
COc1cc(NC(=O)NCCNC(=O)c2ccc(NC(=O)C(C)(C)C)cc2)cc(OC)c1	i
O=C1CC(NC(=O)NCc2ccc(Cl)cc2)CN1 (stereo not given)	i
Cc1ccc(N2CCN(C(=O)c3c(F)cccc3Cl)CC2)nn1	i
COc1ccc(Cl)cc1N1CC(c2nc(-c3ccc4c(c3)OCO4)no2)CC1=O (stereo not given)	i
COc1cc(C)c(C)cc1S(=O)(=O)N(Cc1ccsc1)Cc1ccccn1	i
COc1ccc(NC(C)=O)cc1NC(=O)c1ccc(=O)[nH]n1	i
O=C(Nc1nnc(CCS(=O)(=O)c2ccccc2)o1)c1ccc2c(c1)OCCO2	i

In a second layout: entries from further up.
structure,GIRK2 act
Cc1ccc(SCCC(=O)Nc2nnc(-c3ccccn3)o2)cc1,i
Cc1c(C(=O)NCc2ccc(Cl)cc2)nnn1-c1ccccc1,i
Cc1ccc(N2CCN(C(=O)c3c(F)cccc3Cl)CC2)nn1,i

Other entries follow:
SMILES	GIRK2 act
O=C(Cn1nc(-n2cccn2)ccc1=O)Nc1nc2c(s1)CCCC2	i
Cc1ccc(NC(=O)Cn2nc(-c3ccco3)c3sc(N4CCCCC4)nc3c2=O)cc1Cl	i
O=C(c1ccccc1)N(Cc1ccsc1)Cc1ccccn1	i
Cc1cc(C)c(C)c(OCC(O)CN2C(C)(C)CC(O)CC2(C)C)c1 (stereo not given)	i
CC(=O)Nc1ccc(S(=O)(=O)Nc2ccc3c(c2)N(C(=O)c2ccco2)CC3)cc1	i
COc1cccc(C(=O)Nc2cc(C)nn2-c2nc3c(cnn3-c3cccc(C)c3C)c(=O)[nH]2)c1OC	i
CC(C)(Oc1ccc(Cl)cc1)C(=O)N(Cc1ccccn1)Cc1ccco1	i
COc1ccc(NC(=O)CSc2nnnn2-c2ccc3ccccc3c2)cc1	i
CC1(C)Cc2cccc(OCC(=O)N3CCC(Cn4cccn4)CC3)c2O1	i
COc1ccc(NC(=O)CSc2nnnn2-c2ccccc2C(F)(F)F)cc1	i
COCCNC(=O)Cc1cc(=O)oc2cc(C)ccc12	i
CCOc1ccc(-c2ccc(N3CCN(C(=O)Cn4cnc5ccccc54)CC3)nn2)cc1	i
CCCNC(=O)CSC1=NS(=O)(=O)c2ccccc2N1Cc1ccccc1	i
Cc1cc(C)n(-c2ccc(N3CCC(C(=O)Nc4nc5ccc(Cl)cc5s4)CC3)nn2)n1	i
CN(Cc1ccccc1)S(=O)(=O)c1ccc2c3c(cccc13)C(=O)N2C(=O)c1ccco1	i
O=C(NCCCN1CCOCC1)C(=O)Nc1ccc2c(c1)OCCO2	i
O=C(NCCCCN1CCOC(c2ccccc2)C1)C(=O)NC1CC1 (stereo not given)	i
Cc1nc2ccccc2n1CC1CCN(S(=O)(=O)c2ccc3c(c2)OCCO3)CC1	i
CCn1nnc2c(NCCc3ccc(OC)c(OC)c3)ncnc21	i
COc1ccc(CN(CC(=O)Nc2ccc(OC)cc2)S(=O)(=O)c2cccnc2)cc1	i
O=C(Cc1csc(Nc2cccc(C(F)(F)F)c2)n1)N1CCN(c2ncccn2)CC1	i
CC(C)c1ccc(NC(=O)CCCn2nc(-c3ccc(Cl)cc3)ccc2=O)cc1	i
Cc1nc(-c2cccs2)c(CCC(=O)NCc2ccco2)s1	i
Cc1cc(C)c(C(=O)NCC(c2cccn2C)N2CCOCC2)c(C)c1 (stereo not given)	i
COc1ccccc1CCNC(=O)C(=O)Nc1cc(N2CCCS2(=O)=O)ccc1OC	i
COc1ccccc1C(=O)Nc1cc(-c2cccs2)nn1CCO	i
CC(C)(C)n1nc2c(c1NC(=O)C(=O)NCC1CCCO1)CSC2 (stereo not given)	i
O=C(CSc1nc(=O)n(CCCO)c2c1CCC2)Nc1ccc(F)c([N+](=O)[O-])c1	i
Cc1cc(C)nc(SCc2c(C(=O)NCc3ccco3)nnn2-c2ccccc2)n1	i
COc1ccc(OCC(=O)NCCOc2cccc(C(F)(F)F)c2)cc1	i

3 records picked at random from the list so far:
SMILES	GIRK2 act
CC(C)(Oc1ccc(Cl)cc1)C(=O)N(Cc1ccccn1)Cc1ccco1	i
COc1ccc(NC(C)=O)cc1NC(=O)c1ccc(=O)[nH]n1	i
O=C1CC(NC(=O)NCc2ccc(Cl)cc2)CN1 (stereo not given)	i

More entries:
SMILES	GIRK2 act
CCc1ccc(C(=O)NCC2CCN(CCOC)CC2)cc1	i
O=C(Nc1ccc(F)cc1F)c1ccc(=O)n(Cc2cccc([N+](=O)[O-])c2)c1	i
COc1ccc(-c2noc(-c3cc(-c4cc(C)ccc4C)n[nH]3)n2)cc1OC	i
COc1ccc(Cl)cc1S(=O)(=O)NCC1CCN(Cc2ccccc2)CC1	i
Cc1ccc(F)cc1S(=O)(=O)NCCNc1cc(-n2cccn2)ncn1	i
O=C(CSc1nnnn1-c1cccc2ccccc12)Nc1ccc(C(=O)O)cc1	i
CN1CCc2c(sc(NC(=O)CCCSc3ccccc3)c2-c2nc3ccccc3s2)C1	i
Cc1[nH]c(=O)[nH]c(=O)c1CC(=O)Nc1nc2c(C)cccc2s1	i
Cc1nc(-c2ccccc2)sc1C(=O)NCCOc1ccc2nnc(-c3ccccc3)n2n1	i
COc1ccc2cc(-c3csc(NC(=O)COc4ccccc4)n3)oc2c1	i
CC(=O)Nc1ccc(NC(=O)CSc2nc(=O)n(CC3CCCO3)c3c2CCCC3)cc1 (stereo not given)	i
Cc1nnsc1C(=O)N1CCC2(CC1)OCCN2S(=O)(=O)c1ccc(Cl)cc1	i
COc1ccc(C2(CNC(=O)C(=O)Nc3ccon3)CCCC2)cc1	i
O=C(OCC12CC3CC(CC(C3)C1)C2)c1ccccc1	i
COc1cc(OC)cc(C(=O)Nc2ccc(N3CCCC3=O)cc2)c1	i

Part of the list above in order of molar mass, rising.
SMILES	GIRK2 act
O=C1CC(NC(=O)NCc2ccc(Cl)cc2)CN1 (stereo not given)	i
O=C(N1CCCc2ccccc21)C1(c2ccc(F)cc2)CC1	i
Cc1c(C(=O)NCc2ccc(Cl)cc2)nnn1-c1ccccc1	i
COc1ccccc1CNC(=O)CSc1nc(=O)n(CC2CCCO2)c2c1CCC2 (stereo not given)	i
CCOc1ccc(-c2ccc(N3CCN(C(=O)Cn4cnc5ccccc54)CC3)nn2)cc1	i
COCCn1cnc2c(-c3ccccc3)cn(CC(=O)Nc3ccc(F)c(Cl)c3)c2c1=O	i

Other structures.
SMILES	GIRK2 act
COc1ccc(CCNC(=O)C(=O)NCCC2=CCCCC2)cc1	i
Cc1nc(-n2nc(-c3ccco3)cc2NC(=O)/C=C\c2ccccc2)[nH]c(=O)c1C	i
O=C(NCCN1CCOCC1)C(=O)Nc1ccc(F)c(Cl)c1	i
COc1ccc(NC(=O)CCc2csc(NC(=O)c3ccco3)n2)cc1Cl	i
CN1CCN(C(CNC(=O)COc2ccccc2F)c2ccsc2)CC1 (stereo not given)	i
O=C(CCCS(=O)(=O)c1ccc(Cl)cc1)Nc1nc(-c2cccc([N+](=O)[O-])c2)cs1	i
COCCn1c(C(=O)NC2CCS(=O)(=O)C2)cc2c(=O)n(C)c(=O)n(C)c21 (stereo not given)	i
CC(C)N(C(=O)Cn1cnc2c(nnn2C)c1=O)C(C)C	i
Cc1ccc(NC(=O)Cn2cnc3nc(N4CCOCC4)ncc3c2=O)cc1	i
COc1cccc(C2C(=C(O)c3ccccc3)C(=O)C(=O)N2c2cc(C)on2)c1 (stereo not given)	i
COc1ccc(Cl)cc1NC(=O)CC(C)n1cncn1 (stereo not given)	i
CCOc1cc(C(=O)Nc2ccc(N3CCCC3=O)c(C)c2)cc(OCC)c1OCC	i
CCc1ccccc1NC(=O)N1CCN(c2ccc3nnc(-c4ccco4)n3n2)CC1	i
CC(C)(C)n1ncc2c(=O)n(NC(=O)c3cccc(Cl)c3)cnc21	i
O=C(NCC1(O)CCOCC1)c1ccccc1C(F)(F)F	i
COC(=O)N1CCC(CNC(=O)Cc2cccs2)CC1	i
COc1ccccc1C(=O)N1CCC(c2nnc(C3CC3)o2)CC1	i
CCS(=O)(=O)N1CCC(CN2CCN(C)CC2C)CC1 (stereo not given)	i
Cc1nnsc1C(=O)NCCN1CCN(S(C)(=O)=O)CC1	i
Cc1cccc(CS(=O)(=O)N2CCN(C(=O)c3cnn4ccccc34)CC2)c1	i
COc1cc([N+](=O)[O-])cc2cc(C(=O)NC(C)c3ccccc3)c(=O)oc12 (stereo not given)	i
COCCNC(=O)CCCn1c(=S)[nH]c2ccc(Br)cc2c1=O	i
Cn1c(C(F)(F)F)nn(CCNC(=O)c2ccc3ncsc3c2)c1=O	i
CSc1ccc(CNC(=O)CSc2nc(-c3sc(-c4ccccc4)nc3C)cc(=O)[nH]2)cc1	i
Cc1cc(NC(=O)CSc2nc3ccccc3s2)sn1	i
COc1ccc(NC(=O)c2ccccc2)cc1N1CCCCC1=O	i
COc1ccc(C(=O)NCC(c2cccn2C)N(C)C)cc1OC (stereo not given)	i
Cc1c(C(=O)N2CCN(C(=O)c3ccco3)CC2)c(C(F)(F)F)nn1C	i
CS(=O)(=O)N1CCCC1C(=O)Nc1nc2c(s1)CCCC2 (stereo not given)	i
COc1ccc(S(=O)(=O)NCC(c2ccsc2)N(C)C)cc1F (stereo not given)	i
COc1cc(OC)c(NC(=O)N2CCN(c3cc(-n4cccn4)ncn3)CC2)cc1Cl	i
O=C(NCc1cccs1)NCC1CCN(C(=O)Oc2ccccc2)CC1	i
COc1ccc(CNC(=O)N2CCN(Cc3nc(-c4cccs4)cs3)CC2)cc1	i
Cc1cc(NC(=O)c2ccc(N3CCCCC3)nn2)on1	i
CCCCNC(=O)Cc1cc(-c2ccc(OC)cc2)on1	i
Cc1cc(Br)ccc1NC(=O)c1ccc(=O)n(Cc2ccccc2)c1	i
COc1ccc(C)cc1S(=O)(=O)NCCN1CCOC(c2ccccc2)C1 (stereo not given)	i
COc1ccc(-c2ccc(=O)n(CCCC(=O)Nc3ccccc3SC)n2)cc1OC	i
Cn1nc(NC(=O)c2cc3ccccc3oc2=O)c2c1NC(=O)CC2c1cccs1 (stereo not given)	i
Cn1ccc(C(=O)Nc2cccc(-c3nc4ccccc4o3)c2)n1	i
